GPR151 activ: human GPR151 activation. AID 1508602. 1% of 650,000 active. Q8TDV0. PathHunter beta-arrestin GPR151 cells, luminescence. activation, % at 11.2 µM; in the data active = activation above about 4.9%;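 also: 0% = median of compound wells and 100% = cells with positive control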
Target sequence (Q8TDV0 whole entry, looked up): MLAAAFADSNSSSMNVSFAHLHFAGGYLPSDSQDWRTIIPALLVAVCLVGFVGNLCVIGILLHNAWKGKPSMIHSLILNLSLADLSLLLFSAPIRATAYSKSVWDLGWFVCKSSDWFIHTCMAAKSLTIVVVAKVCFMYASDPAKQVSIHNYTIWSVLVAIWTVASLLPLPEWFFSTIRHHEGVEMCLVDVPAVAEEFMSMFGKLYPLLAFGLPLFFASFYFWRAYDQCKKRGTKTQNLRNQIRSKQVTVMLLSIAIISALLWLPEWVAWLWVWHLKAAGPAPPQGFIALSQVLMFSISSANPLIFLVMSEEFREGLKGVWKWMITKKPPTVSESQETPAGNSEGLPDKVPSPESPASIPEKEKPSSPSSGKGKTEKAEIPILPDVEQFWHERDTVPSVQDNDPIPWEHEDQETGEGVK
FBW7 act: human FBW7 E3 ligase activation, primary screen; Q969H0; AlphaScreen FBW7–phospho-cyclin E peptide binding, activator screen; normalized activity (activation), % at 26.1 µM; 0.13% of 650,000 active; in the data active = normalized activity above about 1.9%;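 also: purified mutant Fbw7 with reduced substrate affinity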
Target sequence (Q969H0 whole entry, looked up): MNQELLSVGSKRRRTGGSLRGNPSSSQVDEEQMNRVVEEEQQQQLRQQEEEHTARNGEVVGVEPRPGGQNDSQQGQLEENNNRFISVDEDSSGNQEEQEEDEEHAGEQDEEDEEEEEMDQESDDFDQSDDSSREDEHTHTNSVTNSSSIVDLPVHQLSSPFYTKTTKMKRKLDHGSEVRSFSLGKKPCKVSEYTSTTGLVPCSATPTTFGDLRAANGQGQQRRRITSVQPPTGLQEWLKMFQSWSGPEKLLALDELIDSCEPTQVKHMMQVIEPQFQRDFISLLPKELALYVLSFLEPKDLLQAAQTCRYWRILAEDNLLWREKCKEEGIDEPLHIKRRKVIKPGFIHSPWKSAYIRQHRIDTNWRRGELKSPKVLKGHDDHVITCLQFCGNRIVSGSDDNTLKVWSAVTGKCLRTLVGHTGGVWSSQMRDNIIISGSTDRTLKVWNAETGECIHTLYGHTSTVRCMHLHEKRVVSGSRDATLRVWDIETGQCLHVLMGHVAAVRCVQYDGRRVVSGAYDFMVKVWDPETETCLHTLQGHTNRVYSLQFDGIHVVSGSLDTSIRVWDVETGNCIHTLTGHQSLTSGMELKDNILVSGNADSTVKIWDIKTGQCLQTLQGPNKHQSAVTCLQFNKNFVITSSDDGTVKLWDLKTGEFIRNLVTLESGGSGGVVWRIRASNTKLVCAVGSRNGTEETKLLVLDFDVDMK
MITF primary: human MITF inhibition, primary screen; O75030; AlphaScreen MITF homodimerization, bead proximity signal; inhibition, % at 2.6 µM; 0.91% of 650,000 active; AID 1259374; in the data active = inhibition above about 50%;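 also: 0% = vehicle wells with protein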
TEAD-YAP inh: TEAD-YAP interaction inhibition; inhibition, % at 9.12 µM; HEK-TIYL cells, TEAD-Gal4/YAP UAS-luciferase luminescence; 1.4% of 640,000 active; AID 1259422; in the data active = inhibition above about 32%;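 also: 0% = median of test compound wells and 100% = reference inhibitor wells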
Starred values were filed as active, the others as inactive.

Value order: GPR151 activ	FBW7 act	MITF primary	TEAD-YAP inh
1. CC(C)c1ccc(S(=O)(=O)N2CCN(C(=O)/C=C/c3ccccc3)CC2)cc1
  0.8	-0.2	-1.1	5.1
2. CSc1nnc(-c2ccc(Br)cc2)o1
  0.9	0.2	15.8	-17.5
3. CS(=O)(=O)N1CCN(c2ccc(NC(=O)c3ncoc3-c3ccc(F)cc3)cc2)CC1
  -0.1	0.1	-1.5	3.4
4. N/C(=N/OCC(=O)Nc1cccc2ccccc12)c1nonc1N
  0.2	0.1	3.1	-1.8
5. Cc1ccc(C(=O)CSc2nnc3scc(-c4ccccc4)n23)cc1C
  2.8	-0.1	7.1	-0.3
6. Cc1cc(-c2ccccc2)nn1C(CC(=O)O)C(=O)O (stereo not drawn)
  -1.0	-0.2	2.7	10.6
7. O=C(NCC1CCCN(Cc2ccncc2)C1)C1(c2ccc(Cl)cc2)CC1 (stereo not drawn)
  1.0	0.1	-3.7	10.0
8. O=C(COc1ccc(S(=O)(=O)N2CCOCC2)cc1)NCC1CCCO1 (stereo not drawn)
  -0.9	-0.1	3.4	3.0
9. Cc1nccc2[nH]c(=O)c(C(=O)NCc3ccccc3Cl)cc12
  -0.5	0.1	2.3	-7.9
10. CCOC(=O)N1CCc2c(sc(NC(=O)c3ccc(-c4ccccc4)cc3)c2C(N)=O)C1
  0.6	0.1	-5.5	1.3
11. COc1cc2c(cc1OC)C(COc1ccc([N+](=O)[O-])cc1)N(C(=O)c1cccc(Cl)c1)CC2 (stereo not drawn)
  -1.4	0.0	-3.3	-0.6
12. Cn1nnc(-c2ccc(Nc3nccc(-c4cc(C#N)cc(N5CCCC(O)C5)c4)n3)cc2)n1 (stereo not drawn)
  1.0	0.0	-0.4	63.4*
13. CC1=NNC(=O)C1CCC(=O)N/N=C/c1ccc(F)cc1 (stereo not drawn)
  -1.1	0.0	4.7	13.0
14. Cn1c(O)c(/C=C2\C=c3ccccc3=N2)c(=O)[nH]c1=O
  0.2	-0.4	0.3	-0.1
15. O=C(O)c1ccc(NCc2ccccc2)c([N+](=O)[O-])c1
  -5.9	0.2	0.7	-8.2

Single records, as listed above.
CC(C)c1ccc(S(=O)(=O)N2CCN(C(=O)/C=C/c3ccccc3)CC2)cc1 in the list: GPR151 activ: 0.8; FBW7 act: -0.2; MITF primary: -1.1; TEAD-YAP inh: 5.1
Cn1nnc(-c2ccc(Nc3nccc(-c4cc(C#N)cc(N5CCCC(O)C5)c4)n3)cc2)n1 (stereo not drawn) in the list: GPR151 activ: 1.0; FBW7 act: 0.0; MITF primary: -0.4; TEAD-YAP inh: 63.4*

The listing continues:
Value order: GPR151 activ	FBW7 act	MITF primary	TEAD-YAP inh
16. Oc1ccc(-c2n[nH]c(=S)o2)cc1
  -2.2	0.5	5.2	-2.9
17. CCCNC(=O)C(Cc1ccccc1)NS(=O)(=O)c1ccc(Br)cc1 (stereo not drawn)
  -1.7	0.1	9.9	1.7
18. CC(C)CC(=O)N(c1ccccc1)C1C=CS(=O)(=O)C1 (stereo not drawn)
  3.5	0.5	-1.6	1.4
19. COc1ccc(-c2noc(N3CCC(C(=O)Nc4cc(F)ccc4F)CC3)n2)cc1
  4.3	-0.1	3.5	3.2
20. CCOc1ncccc1C(=O)Nc1cccc(-c2nc3cccnc3s2)c1
  1.0	0.0	-4.0	3.8
21. Nc1cccc(C(=O)Nc2ccccc2N)c1
  -0.5	-0.1	-0.6	-11.1
22. O=c1c2sc(=S)n(-c3cccc(C(F)(F)F)c3)c2nc(SCc2cccc([N+](=O)[O-])c2)n1-c1ccccc1
  0.8	-0.1	-7.1	-3.7
23. CCc1cc2c(SCC(=O)Nc3cc(C)on3)ncnc2s1
  0.5	0.1	6.1	8.4
24. S=c1[nH]cc(-c2ccc(Cl)cc2)[nH]1
  0.8	-0.2	3.7	3.5
25. COC(=O)C1=CN(Cc2ccc(C)cc2)C=C(C(=O)OC)C1c1ccc(F)c(F)c1
  -0.4	0.1	-1.0	8.0
26. O=C(c1ccco1)N1CCN=C1SCc1ccc([N+](=O)[O-])cc1
  -1.1	1.0	23.3	4.8
27. O=C(CSc1nc2ccsc2c(=O)n1Cc1ccccc1)NCCC1=CCCCC1
  8.7*	0.1	4.8	-7.1
28. O=C(/C=C\c1ccco1)NCC1COc2ccccc2O1 (stereo not drawn)
  -0.4	-0.4	-3.5	-19.1
29. O=C(NC1CCCCCC1)c1cc(S(=O)(=O)N2CCOCC2)ccc1F
  0.9	-0.1	4.3	0.3
30. O=C(Nc1ccc2[nH]ncc2c1)C1CCN(C(=O)NCc2ccc(Br)cc2)C1 (stereo not drawn)
  -1.1	0.2	-12.8	2.9
31. CCOC(=O)c1ccc(-n2c(C)c3c(OCC)cccc(=O)c3c2C)cc1
  2.7	-0.2	-0.6	-2.5
32. CCc1ccc(NC(=O)CSc2nc3ccccc3c(=O)n2CCC(=O)NCc2ccc(F)cc2)cc1
  0.1	0.0	16.6	13.9
33. O=C1c2ccccc2C(=O)N1CCSc1ccccc1
  -0.6	0.4	13.3	-68.1
34. CCOc1ccccc1C(=O)NCC(=O)OCC(=O)N(Cc1ccccc1)C(C)(C)C
  -1.3	0.1	13.2	-4.0
35. CN(CCC1CCCCO1)C(=O)CCc1nnc(Cc2ccc3c(c2)OCO3)o1 (stereo not drawn)
  -0.1	-0.1	0.8	-5.5
36. Cc1ccc(-c2cncc(-c3cc(N4CCC5(CC4)OCCO5)nc(C)n3)c2)cc1
  1.7	-0.1	0.9	-6.2
37. CCOC(=O)c1cnc(N2CCOCC2)nc1N
  -5.0	0.2	9.6	-31.1
38. O=C(O)c1cccc(OCc2ccc(F)cc2)c1
  -10.0	0.1	6.6	-21.8
39. NNC(=O)c1cc2sccc2nc1C(F)(F)F
  -1.9	0.1	3.6	8.3
40. COCc1cc(C)nc2sc(C(=O)O)c(-n3cccc3)c12
  -0.2	0.0	5.2	5.9
41. CC(C)N(CCNC(=O)c1cccc(Nc2ccncn2)c1)C(C)C
  -0.6	0.1	-1.9	-1.6
42. Nc1cc(N2CCC(N3CCOCC3)CC2)nc(N)n1
  0.2	-0.1	-0.3	1.6
43. COc1ccc(S(=O)(=O)N2CCN(c3ccc(-n4nc(C)cc4C)nn3)CC2)cc1C
  1.1	0.0	-6.9	1.4
44. Cc1ccccc1NC(=O)CSc1nc2c(c(-c3ccncc3)c1C#N)CCCC2
  0.6	-0.1	5.8	-5.0
45. Cc1nc(Oc2ccc(Cl)cc2)c(C(N)=O)c(C)c1Cl
  1.3	-0.1	0.2	3.2
46. O=S(=O)(Nc1nc2ccccc2nc1N1CCN(CCO)CC1)c1cc(F)ccc1F
  0.4	-0.2	-7.1	6.2
47. O=C(Nc1ccc(-c2nc3ccccc3[nH]2)cc1)c1ccccc1[N+](=O)[O-]
  -1.8	0.0	6.3	-71.3
48. Cc1ccc(OCC(=O)Nc2ccccc2C(=O)OCC(=O)c2ccc([N+](=O)[O-])cc2)cc1C
  0.0	-0.1	-1.0	-2.1
49. CC(C)c1ccc(OCC(=O)O/N=C(\N)c2cccnc2)cc1
  3.2	-0.1	-5.4	2.2
50. COc1ccc(-c2cn3c(C)c(C(=O)NCc4ccccc4)sc3n2)cc1
  0.4	-0.1	-0.2	4.8
51. CC(=O)c1ccccc1OC(=O)c1ccc(Cl)cc1
  0.9	0.0	-3.0	5.9
52. COc1ccc(-c2cc(NCCc3ccc(O)cc3)nc(N)n2)cc1
  -0.8	0.2	6.9	-44.2
53. CN(CCOC(=O)c1cccc([N+](=O)[O-])c1)C(C)(C)C
  3.1	-0.1	-2.7	0.0
54. COC(=O)c1ccsc1NC(=O)CN1C(=O)CCC1=O
  -0.6	-0.1	11.9	7.8
55. Cc1ccc2c(c1)cc(C)c1nn(CC(=O)N3CCNC(=O)C3(C)C)c(=O)n12
  2.6	0.9	18.1	-2.4
56. CCOC(=O)CSc1nc(N)c(C#N)c(-c2ccc(OC)cc2)c1C#N
  -0.7	0.1	7.3	-6.2
57. CCN1CCN(C(=O)NCc2noc3ccc(C)cc23)CC1
  -0.7	-0.1	6.9	9.1
58. Cc1ccc(C(c2sc3ncnn3c2O)N2CCN(C(=O)c3ccco3)CC2)cc1 (stereo not drawn)
  -1.1	-0.1	2.1	-0.1
59. COc1ccc(Br)cc1C1C2=C(CC(C)(C)CC2=O)Nc2nc(SC)nn21 (stereo not drawn)
  -1.7	0.2	9.6	9.7
60. O=C(CCC(=O)OCC(=O)c1ccc2ccccc2c1)Nc1ccc(F)cc1
  -0.6	0.2	4.5	-6.3
61. COCCN(Cc1ccc(OCC(O)CN(C)Cc2ccccc2)cc1)C(C)C (stereo not drawn)
  1.1	0.2	1.1	-6.4
62. CCC(=O)NC(=S)N1CCc2ccccc21
  -1.2	0.2	13.8	-2.8
63. Cn1cnc(S(=O)(=O)N2CCC(C(=O)NC(c3ccccn3)c3cccs3)CC2)c1 (stereo not drawn)
  1.0	0.3	4.0	-9.1
64. COc1ccc2c(c1)/C(=c1/sc3n(c1=O)CN(c1cccc(C)c1)CN=3)C(=O)N2
  0.3	0.0	3.8	2.2
65. COC(=O)C1C(=O)C=C(Nc2cc(OC)ccc2OC)CC1c1ccc(OC)cc1 (stereo not drawn)
  2.1	0.0	-2.8	-5.9
66. O=C(CN1CCN(S(=O)(=O)c2cccnc2)CC1)c1cccs1
  -1.0	-0.1	5.1	12.9
67. CCOC(=O)C1=C(C)N=c2s/c(=C/c3cc(Br)c(O)c(Br)c3)c(=O)n2C1c1ccc(Cl)cc1 (stereo not drawn)
  1.1	-0.1	-10.3	2.5
68. CCCn1c(NCc2ccc(OC)cc2OC)nc2ccccc21
  0.0	0.0	5.9	-32.5
69. CS(=O)(=O)N(CC(=O)Nc1ccc(Cl)cc1)c1cc(C(F)(F)F)ccc1Cl
  2.5	-0.1	-6.6	4.4
70. Cc1nc(SCC2=C(C(=O)OC(C)C)C(c3ccc(F)cc3)C(C#N)=C(N)O2)c(C#N)c(C)c1C (stereo not drawn)
  2.7	0.1	11.8	10.3
71. Cc1ccccc1NC1SC(=O)N(C)C1=O (stereo not drawn)
  1.2	1.5	-10.9	10.2
72. CCC(=O)N(Cc1ccc2c(c1)OCO2)C1CC(=O)N(c2ccc(OC)cc2)C1=O (stereo not drawn)
  1.9	0.1	-3.6	7.8
73. COc1ccc(OCC(=O)NC2CCCCCCCCCCC2)cc1
  1.0	-0.1	4.4	1.8
74. Cc1ccc(C(=O)NCCc2nnc3n2CCN(Cc2cccc(C)c2)CC3)cc1
  1.7	-0.1	-1.9	4.7
75. Cc1cc(=O)[nH]c(SCc2nnc(-c3ccccc3)o2)n1
  0.1	0.1	-7.0	-17.9

Other structures follow.
Value order: GPR151 activ	FBW7 act	MITF primary	TEAD-YAP inh
76. C=CCN(c1ccccc1)S(=O)(=O)c1ccc2c(c1)oc(=O)n2CC(=O)OCC
  -2.0	0.0	6.2	8.5
77. O=C1c2ccccc2C(=O)N1c1ccc(-c2cc(-c3ccccc3)nc(-c3ccc(N4C(=O)c5ccccc5C4=O)cc3)n2)cc1
  0.6	0.3	-9.1	6.0
78. O=C1CCC(C(=O)NCc2nnc3n2CCN(Cc2cccc(Cl)c2)CC3)N1 (stereo not drawn)
  0.1	-0.1	1.1	3.1
79. CCOc1ccc(C(=O)N2CCC(C)CC2)cc1
  -1.4	0.2	1.8	-20.6
80. COCCn1c(SCC(=O)N2CCCc3ccccc32)nc2cccnc21
  0.0	-0.1	10.3	-3.5
81. O=C(Nc1ccc2c(c1)C(=O)Nc1cc(Cl)ccc1O2)c1cccc(F)c1
  -0.2	0.1	33.8	24.0
82. CCCCOc1ccc(N2CC(C(=O)NCCc3ccc(OC)c(OC)c3)CC2=O)cc1 (stereo not drawn)
  -1.5	0.1	12.4	4.9
83. CCOC(=O)C(C(=O)OCC)C(C[N+](=O)[O-])c1ccccc1 (stereo not drawn)
  1.1	0.2	17.4	10.7
84. O=C(CN1CCCCC1)Nc1ccccc1[N+](=O)[O-]
  0.6	0.0	15.8	6.4
85. O=C(Nc1ccccc1)c1oc2ccccc2c1NC(=O)c1c(F)cccc1F
  -1.2	0.1	6.4	6.8
86. Cc1ccc(S(=O)(=O)n2nnc3ccccc32)cc1C
  -1.7	-0.5	17.2	7.8
87. COCCNc1nc(-c2ccccc2C)ccc1C(=O)N1CCN(C)CC1
  0.6	0.1	7.4	-5.9
88. CNc1ccc(C2OCCCO2)cc1[N+](=O)[O-]
  -0.9	-0.1	-8.9	-8.2
89. COc1ccc(CCNC(=O)CSC2=NS(=O)(=O)c3ccccc32)cc1OC
  -0.2	-0.1	14.3	5.1
90. Fc1ccccc1-c1nnc2sc(/C=C/c3cccs3)nn12
  -1.3	-0.2	-15.4	-43.5
91. Cc1c(/C=N/NC(=O)c2cccnc2)c2ccccn2c1C(=O)c1ccc(F)cc1
  -1.4	0.0	5.7	3.5
92. O=C(/C=C\c1ccccc1)OCCCN1C(=O)c2cccc3c(N4CCOCC4)ccc(c23)C1=O
  0.6	0.1	-2.6	6.1
93. COc1cc(-c2cncc(-c3ccc(N)cc3)n2)cc(OC)c1OC
  -0.9	0.0	-1.1	3.9
94. O=C1CCCN1CCCNc1ncnc2nc(N3CCN(Cc4ccc5c(c4)OCO5)CC3)[nH]c12
  -1.5	0.1	18.3	7.7
95. COc1cccc(NC(=O)Cn2c3ccccc3c3nc(=O)cc(C)n32)c1
  0.3	-0.4	5.8	-0.8
96. Cc1nc2c(c(C)nn2C(C)(C)C)c(C)c1CCC(=O)Nc1ccccc1
  4.1	0.1	11.2	3.0
97. Cc1ccc(C)c(CSc2nc3nc(C)c(Cc4cc(C)ccc4C)c(C)n3n2)c1
  0.1	0.2	10.3	8.4
98. COc1ccc(/C(N)=N/OC(=O)c2ccc(C(C)(C)C)cc2)cc1
  -1.2	0.5	11.4	8.4
99. Cc1nn(-c2ccc(F)cc2F)c2c1-c1nc(N3CCCC3)ncc1CC2
  -0.5	-0.1	12.3	-26.6

Screens as filed in PubChem.

Compounds were not picked by outcome, and some 3.4% of all compounds hit somewhere here.
